High-throughput results: PubChem, several laboratories
M17LAP inhibition: P. falciparum M17LAP inhibitors, primary screen, biochemical, fluorogenic H-Leu-NHMec substrate, 1536-well (AID 1619); Leucine aminopeptidase (Plasmodium falciparum (isolate 3D7)); recombinant M17LAP, H-Leu-NHMec fluorogenic kinetic assay; higher % means a stronger effect; one-dose inhibition, % at 30 µM; IC50 in µM for titrated hits; 0.38% of 220,000 active;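 active means compound inhibiting the enzyme by more than half at any dose during confirmatory dose-response retesting; inconclusive means strong single-dose inhibitors picked by rank but not retested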;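 further: plate controls were full reaction with DMSO carrier for no effect and no enzyme background for full effect; strong numbers were not always called active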
HEK293 NOD2/NF-kB: NOD2 signaling inhibitors, cell-based, luminescence, uHTS, HEK293 (AID 1566); HEK293 NOD2/NF-kB luciferase reporter, luminescence; higher % means a stronger effect; 0.63% of 290,000 active; one-dose inhibition, % at 4 µM; EC50 in µM for titrated hits; further: many of its hits are not listed in these tables
Hep lipid drop: inhibitors of hepatocyte lipid droplet formation, primary screen, imaging, high-throughput imaging, BODIPY stain. AML12 mouse hepatocytes, oleate lipid droplets. inhibition, % at 6.5 µM. 0.4% of 240,000 active;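 active means lipid droplet intensity inhibited by at least 50%, with more than 500 cells counted; inconclusive means wells with under 300 cells, treated as cytotoxic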
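material = mouse AML12 hepatocyte cell line, fixed after treatment | also added = 100 µM oleic acid challenge | doses = compound at 6.5 µM only | schedule = overnight exposure | technique = Image-based BODIPY and DAPI two-channel analysis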
AID2073: inhibitors of Mint1-CaV2.2 protein interaction, biochemical, HTRF (AID 2073); Voltage-dependent N-type calcium channel subunit alpha-1B (Homo sapiens); HTRF protein-protein interaction, Mint1-CaV2.2; higher % means a stronger effect; inhibition, % at 20 µM, or IC50 in µM where a hit was titrated; 0.19% of 290,000 active; in the data active means inhibition mostly above about 51%, no sharp cut-off; inconclusive means no clear call, values can overlap the other calls; inactive means mostly below about 53%; further: some results filed as inactive read as strong as hits
LYP phosphatase: inhibitors of LYP phosphatase, biochemical, fluorescence intensity, uHTS (AID 1779) | one-dose inhibition, % at 11.5 µM; IC50 in µM for titrated hits | 0.054% of 290,000 active | recombinant LYP phosphatase, fluorescence intensity; higher % means a stronger effect | Tyrosine-protein phosphatase non-receptor type 22 (Homo sapiens);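 further: plate controls were vehicle with enzyme for no effect and no enzyme for full effect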
CSM14.1 death rescue: rescue of cells from ER stress-induced death, primary screen, 384-well, CSM14.1, thapsigargin, ATP luminescence (AID 1222). CSM14.1 thapsigargin-induced death rescue, ATP luminescence; higher % means a stronger effect. cellular ATP content (survival), % at 20 µM; hits with a dose series show EC50 in µM. 190,000 tested, under 10 active;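 active means EC50 below 50 µM in the dose-response confirmation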;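 further: death triggered by thapsigargin at about 15 µM added after 2 h compound pretreatment; cell ATP read after overnight thapsigargin exposure of roughly 18 to 22 hours; normalized against plate controls of thapsigargin alone and 5% DMSO vehicle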
XIAP antagonists: XIAP antagonists, biochemical, IAP family, fluorescence polarization (AID 1018); one-dose displacement, % at 20 µM; IC50 in µM for titrated hits; E3 ubiquitin-protein ligase XIAP (Homo sapiens); XIAP BIR domain, fluorescence polarization peptide displacement; higher % means a stronger effect; 0.007% of 200,000 active; in the data active means displacement above about 50%; further: a part of the inactive calls stands beside numbers as strong as those of hits
Siah-1 displacement: Siah-1 peptide-binding antagonists, primary screen, biochemical, fluorescence polarization, rhodamine-plectin, uHTS (AID 1817) | E3 ubiquitin-protein ligase SIAH1 (Homo sapiens) | Siah-1 / rhodamine-plectin peptide fluorescence polarization; higher % means a stronger effect | displacement, % at 20 µM; hits with a dose series show IC50 in µM | 0.02% of 290,000 active;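 active means displacement of at least 50% at 20 µM, with a fluorescence ratio check between 0.3 and a set limit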;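 further: plate controls were Siah plus tracer with DMSO for no effect and tracer alone without Siah for full effect; strong numbers were not always called active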
P. falciparum M1AAP: P. falciparum M1AAP inhibitors, biochemical, fluorogenic H-Leu-NHMec substrate, 1536-well (AID 1445) | recombinant M1AAP, H-Leu-NHMec fluorogenic kinetic assay; higher % means a stronger effect | inhibition, % at 30 µM; hits with a dose series show IC50 in µM | 0.42% of 220,000 active;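 active means primary inhibition above the hit cutoff, then over 50% inhibition at one or more dose response concentrations, cut at about 23% in these data, passing the limit was not always enough; inconclusive means conflicting primary data, or primary hits not chosen for dose response; inactive means low primary inhibition, or under 50% at every dose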;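 further: plate controls were DMSO full reaction for no effect and no enzyme background for full effect; strong numbers were not always called active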
Hep lipid drop cells 6.5 µM: further read-out of Hep lipid drop, marked with its call; cell count; measured here: cell count, cytotoxicity flag;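 cells counted across two imaged fields per well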
The depositor's hits bear a star; ? = inconclusive; . = not tested or not shown. Unless noted, no stated cut-off is given here; in the data, active means inhibition above about 50%; inactive means the rest. A portion of the library; the hit share may differ from the screen's.

SMILES | M17LAP inhibition | HEK293 NOD2/NF-kB | Hep lipid drop | Hep lipid drop cells 6.5 µM | AID2073 | LYP phosphatase | CSM14.1 death rescue | XIAP antagonists | Siah-1 displacement | P. falciparum M1AAP
O=C(c1ccc(N2CC3CC(C2)c2cccc(=O)n2C3)c([N+](=O)[O-])c1)N1CCCCC1 (stereo not drawn) | -23.4% | 8.3% | 13.5 | 667 | 1.8% | 2.9% | 0.1% | -3.3% | 1.3% | 16.9%
CCn1c(O)c(/C=N/NC(=O)c2ccccc2)c(=O)[nH]c1=S | 12.9% | 3.7% | -4.7 | 721 | 1.8% | -3.8% | . | . | -3.2% | 2.4%
CCN1CCN(c2cc(N3CCCC3)c(F)cc2[N+](=O)[O-])CC1 | 31.1% | 17.2% | -13.6 | 599 | -9.0% | -4.6% | -1.8% | -10.6% | -9.1% | 16.8%
CC(C(=O)c1ccc2ccccc2c1)N1CCCCC1 (stereo not drawn) | -6.1% | -14.5% | -8.0 | 672 | 27.2% | -8.5% | . | -4.3% | 0.1% | -1.6%
CCOC(=O)C1CCN(/C=C2/C(=O)NC(=S)N(c3cccc(OC)c3)C2=O)CC1 | -23.9% | 7.6% | -7.1 | 662 | -7.4% | -0.8% | 1.3% | -5.7% | 3.7% | 5.0%
Cc1ccccc1NS(=O)(=O)c1ccc(OCC(=O)N2CCN(C)CC2)cc1 | . | -4.7% | 2.6 | 724 | 11.4% | -7.2% | . | . | 2.4% | .
O=C(c1c[nH]cc1-c1ccccc1)c1cccc2ccccc12 | 3.6% | -14.1% | -4.4 | 773 | 40.5% | -0.7% | -4.8% | -3.8% | 5.5% | 8.1%
CCCCCCCC(=O)NC(Oc1ccccc1[N+](=O)[O-])C(Cl)(Cl)Cl (stereo not drawn) | 8.2% | 7.6% | 0.8 | 798 | -6.6% | -1.7% | -1.1% | -4.8% | 3.6% | 4.8%
CC(=O)Nc1ccc2c(c1)CC1(C(=O)N(C)C(=O)N(C)C1=O)C1CCCN21 (stereo not drawn) | 4.2% | 4.4% | . | . | 14.9% | -9.4% | -1.3% | -5.1% | -0.4% | 5.0%
C1CC2NCCC3NCCC(N1)N32 (stereo not drawn) | 10.9% | 3.5% | 9.6 | 644 | 7.1% | -8.0% | . | . | 0.1% | 1.5%
COc1ccc(/C=C2\C(=N\O)C3CCN2CC3)cc1 | 0.8% | 14.5% | -33.2 | 741 | 19.9% | 4.8% | 0.3% | 1.5% | 1.4% | 0.4%
O=C(c1ccc(CS(=O)(=O)c2ccc(Br)cc2)o1)N1CCC2(CC1)OCCO2 | 1.7% | 8.7% | . | . | 23.2% | 1.3% | -1.1% | -1.4% | 1.8% | 6.7%
Cc1ccccc1CCNCc1cc2cccc(C)c2[nH]c1=O | . | 10.5% | 0.3 | 760 | 1.1% | -4.1% | . | . | 1.1% | .
O=C(c1cccn2c(=O)c3cc(Br)ccc3nc12)N1CCC2(CC1)OCCO2 | -18.3% | -11.5% | . | . | 36.7% | -5.5% | -1.8% | -7.6% | -3.2% | 12.6%
O=C1C2CCCN2C(c2cccnc2)N1c1ccc(Cl)c(Cl)c1 (stereo not drawn) | -0.1% | 1.1% | . | . | 2.5% | -4.6% | -2.4% | -24.6% | 1.2% | 3.5%
CCC1(CCc2ccncc2)C(=O)NC(=O)NC1=O | 5.4% | -0.6% | 8.5 | 778 | 17.9% | 0.4% | -2.4% | -6.2% | -0.5% | 2.1%
COc1ccccc1CCNCc1cc2c(cc1[N+](=O)[O-])OCO2 | 19.6% | 9.4% | . | . | -18.1% | -7.7% | -0.9% | -3.0% | 4.0% | 8.3%
COC(=O)[C@H]1C[C@@H]1[C@H](NP(=O)(c1ccccc1)c1ccccc1)c1ccccc1 | -10.9% | -3.1% | 5.3 | 725 | 1.4% | -7.2% | -4.2% | -9.9% | -0.9% | 0.6%
CCOc1ccc2[nH]c(=O)c(CN(CCO)C3(c4nnnn4C4CCCCC4)CCCCC3)cc2c1 | 14.0% | 11.3% | . | . | 3.4% | 4.0% | -0.8% | -3.1% | -0.8% | 11.2%
Cc1cccc(OCC(=O)N2CCN(Cc3ccncc3)CC2)c1 | 14.7% | 7.4% | -3.9 | 780 | 1.2% | -9.6% | 2.1% | -4.7% | 3.0% | -9.0%
O=C(O)c1ccc(N=Cc2c(O)n(Cc3ccc(F)cc3)c(=O)[nH]c2=O)cc1 | -0.1% | -1.4% | 0.4 | 735 | 26.0% | -2.5% | . | . | -7.6% | 2.0%
Cc1c(C(=O)C(=O)N2CCOCC2)c2ccccc2n1Cc1ccccc1 | . | 14.3% | 8.2 | 715 | 7.2% | -9.3% | . | . | 1.6% | .
O=C1CN=C(c2ccccc2)c2ccccc2N1 | . | -0.4% | -5.7 | 416 | -6.7% | -1.1% | . | . | 0.0% | .
CC(=O)N1CN2CN(C(C)=O)CC(C(=O)c3ccccc3)(C2)C1 | 13.6% | 2.6% | . | . | -5.1% | -6.7% | -2.0% | -4.3% | -2.3% | 1.6%
COc1ccc(C(C)=O)cc1CC(C(=O)c1ccc(C)cc1)N(C)C (stereo not drawn) | -2.2% | 0.8% | -5.7 | 661 | 8.4% | 2.1% | 0.1% | -1.6% | 0.4% | -0.1%
COc1cccc(CN2CC=C(c3ccc(F)cc3)CC2)c1 | . | -12.5% | 6.0 | 870 | 0.0% | -10.1% | . | . | 3.7% | .
Cc1sc(-n2c(C)cc(C=C3C(=O)NC(=O)NC3=O)c2C)c(C#N)c1C | 21.8% | -25.2% | -31.5 | 674 | 8.5% | -5.2% | -1.4% | -2.4% | 0.4% | -3.8%
CCN1CCN(c2ccc(NC(C)=O)cc2Cl)CC1 | 8.2% | 2.8% | 8.4 | 688 | 6.3% | -5.0% | -1.6% | -3.9% | -2.6% | 2.7%
O/N=C/c1c[nH]c2ccccc12 | 13.1µM* | -9.4% | 2.3 | 671 | 6.7% | 9.0% | -1.1% | -8.3% | -1.8% | 0.1%
CN1c2ccc([N+](=O)[O-])cc2CC2(C(=O)NC(=O)N(c3ccccc3)C2=O)C1c1ccccc1 (stereo not drawn) | 15.6% | -18.0% | 9.6 | 649 | 4.7% | 1.1% | -3.0% | -0.6% | 3.1% | 15.1%

Among those listed so far, these contain bromine.
SMILES | M17LAP inhibition | HEK293 NOD2/NF-kB | Hep lipid drop | Hep lipid drop cells 6.5 µM | AID2073 | LYP phosphatase | CSM14.1 death rescue | XIAP antagonists | Siah-1 displacement | P. falciparum M1AAP
O=C(c1ccc(CS(=O)(=O)c2ccc(Br)cc2)o1)N1CCC2(CC1)OCCO2 | 1.7% | 8.7% | . | . | 23.2% | 1.3% | -1.1% | -1.4% | 1.8% | 6.7%
O=C(c1cccn2c(=O)c3cc(Br)ccc3nc12)N1CCC2(CC1)OCCO2 | -18.3% | -11.5% | . | . | 36.7% | -5.5% | -1.8% | -7.6% | -3.2% | 12.6%

Following part
SMILES | M17LAP inhibition | HEK293 NOD2/NF-kB | Hep lipid drop | Hep lipid drop cells 6.5 µM | AID2073 | LYP phosphatase | CSM14.1 death rescue | XIAP antagonists | Siah-1 displacement | P. falciparum M1AAP
Cc1cc(NC(=O)CCC(=O)N2CCC3(CC2)OCCO3)no1 | 9.8% | 5.7% | . | . | 2.1% | -8.0% | -0.5% | -0.8% | -3.0% | -2.5%
CCn1c(O)c(C=NCCc2c[nH]c3ccccc23)c(=O)[nH]c1=O | -1.8% | -4.0% | 8.8 | 758 | 0.0% | -13.5% | -1.1% | -1.7% | -1.0% | -0.3%
Cc1ccc(NP(=O)(c2ccccc2)c2nc3ccccc3s2)cc1 (stereo not drawn) | 5.7% | 13.1% | -7.5 | 642 | 43.9% | -1.1% | 0.4% | -0.6% | 22.2% | 2.2%
CCN(CC)C(=O)c1ccc(NC(=O)c2ccc(-c3nn(C)c(=O)c4ccccc34)cc2)cc1 | 1.5% | 7.6% | -1.1 | 715 | 3.5% | 1.9% | 3.9% | -2.2% | -0.9% | 2.4%
CN1CC[C@@]23CCCC[C@@H]2[C@@H]1Cc1ccc(O)cc13 | 13.8% | 3.5% | 25.8 | 728 | -0.2% | -4.5% | -2.2% | -4.8% | -2.3% | 1.4%
COc1ccc(C2N(c3cc(C)on3)C(=O)C3CCCN32)cc1 (stereo not drawn) | -6.1% | -2.6% | 4.3 | 730 | 0.2% | -6.2% | -0.8% | -2.8% | -0.7% | 0.9%
COc1ccc(OC)c(N2C(=O)NC(=O)C3(Cc4cc(C)ccc4N(C)C3)C2=O)c1 (stereo not drawn) | 7.6% | 20.2% | . | . | -1.7% | -3.4% | 0.7% | -4.0% | 1.4% | -3.1%
CC(C(=O)Nc1ccc(Cl)cc1Cl)N1CC=C(c2ccccc2)CC1 (stereo not drawn) | 1.8% | 0.7% | -21.6 | 642 | -2.8% | 2.2% | -0.4% | -4.3% | -3.9% | 0.2%
O=P(Nc1ccccc1)(Nc1ccccc1)Oc1ccc(Cl)cc1 | 2.1% | 10.9% | -16.1 | 745 | 4.6% | -4.0% | -0.4% | 0.1% | 4.5% | 4.0%
CC(C)CCn1c(=O)c(C(=O)NCc2ccco2)c(O)c2ccccc21 | -4.8% | 1.9% | -6.4 | 685 | -9.9% | -2.9% | . | . | 0.7% | 1.1%
CCN(CC)S(=O)(=O)N1CCC(C(=O)N2CCC3(CC2)OCCO3)CC1 | 14.2% | -0.2% | 14.6 | 632 | 5.9% | -9.5% | -2.4% | -3.1% | 4.4% | 5.0%
Fc1ccc2c(c1)nnn2C1CCN(Cc2nnnn2CCc2ccccc2)CC1 | 17.7% | 10.4% | . | . | -0.5% | -2.3% | 2.5% | -56.4% | 1.8% | 14.4%
CS(=O)(=O)NNP(=O)(NNS(C)(=O)=O)NC(=O)c1ccc(Br)cc1 | 8.1% | 1.1% | -0.6 | 721 | 43.7% | -8.6% | . | . | -5.2% | 0.2%
CCCCCn1c(=O)c(C(=O)Nc2nc(CC(=O)OCC)cs2)c(O)c2ccccc21 | -11.1% | 4.7% | 13.8 | 713 | ? | 1.5% | 1.4% | -5.8% | 0.9% | -1.0%
O=c1[nH]c(=S)[nH]c(O)c1N=Nc1ccc(S(=O)(=O)N2CCc3ccccc32)cc1 | 14.2% | -1.6% | -26.8 | 649 | 50.1% | -4.9% | 0.8% | -4.0% | 1.8% | 8.1%
CC(Cc1ccccc1)NCCC(=O)NC(C)Cc1ccccc1 (stereo not drawn) | . | 0.6% | -0.1 | 856 | -1.1% | -4.8% | . | . | 8.0% | .
